Bioassay records (PubChem BioAssay)
RECQ1 inh: qHTS Assay for Inhibitors of RecQ-Like Dna Helicase 1 (RECQ1) | RECQ1 DNA unwinding, red fluorescence kinetic read | Potency, µM (series often up to 57.3 µM), for inactives: at the top dose activity, negative = inhibition, usual class: inhibitors | ATP-dependent DNA helicase Q1 (Homo sapiens), P46063 | actives 0.54% (n = 240,000);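 further: plate controls were vehicle for no effect and no enzyme for full effect; nearly all actives have a fitted effect of over 30% in size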
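RECQ1T1 50 nM; forked duplex (20 bp + 30-nt ss tails) 200 nM, ATP 2 mM final; pH 8.0, 2 mM MgCl2, 2.5 ug/ml poly(dI-dC); 15 min compound preincubation; discontinuous kinetic read over 2 h at RT.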
L3MBTL1 inh: qHTS Assay for the Inhibitors of L3MBTL1. Lethal(3)malignant brain tumor-like protein 1 (Homo sapiens), Q9Y468. AlphaScreen L3MBTL1–H3K9me1 peptide binding. Potency, µM (top dose mostly 57.1 µM), for inactives: top-dose activity, negative = inhibition, actives largely listed as inhibitors. actives 0.66% (n = 230,000). AID 485360, 2010; further: nearly all actives have a fitted effect of over 60% in size
Target sequence (Q9Y468 whole entry, looked up): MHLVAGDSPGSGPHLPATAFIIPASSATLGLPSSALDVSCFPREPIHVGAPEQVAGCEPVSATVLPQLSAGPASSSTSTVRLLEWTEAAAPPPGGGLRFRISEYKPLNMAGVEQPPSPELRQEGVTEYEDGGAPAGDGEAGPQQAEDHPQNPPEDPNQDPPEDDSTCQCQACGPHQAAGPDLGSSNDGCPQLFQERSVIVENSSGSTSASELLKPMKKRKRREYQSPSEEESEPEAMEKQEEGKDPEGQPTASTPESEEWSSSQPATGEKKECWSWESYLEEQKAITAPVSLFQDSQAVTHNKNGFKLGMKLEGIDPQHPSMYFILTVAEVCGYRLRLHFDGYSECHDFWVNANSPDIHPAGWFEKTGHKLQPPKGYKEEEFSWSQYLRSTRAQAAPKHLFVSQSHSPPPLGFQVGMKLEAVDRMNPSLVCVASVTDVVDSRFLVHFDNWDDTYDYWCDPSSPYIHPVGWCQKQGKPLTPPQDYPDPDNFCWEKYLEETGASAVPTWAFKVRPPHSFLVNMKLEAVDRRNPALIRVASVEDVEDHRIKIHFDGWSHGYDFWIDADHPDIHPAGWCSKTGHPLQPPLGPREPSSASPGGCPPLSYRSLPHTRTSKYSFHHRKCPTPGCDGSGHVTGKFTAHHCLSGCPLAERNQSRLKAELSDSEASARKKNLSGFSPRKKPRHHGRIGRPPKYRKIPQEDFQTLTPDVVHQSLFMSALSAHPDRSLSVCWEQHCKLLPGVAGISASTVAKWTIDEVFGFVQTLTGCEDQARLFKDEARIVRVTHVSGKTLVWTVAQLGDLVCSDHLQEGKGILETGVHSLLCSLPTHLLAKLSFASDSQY
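AlphaScreen proximity signal between nickel-chelate acceptor and streptavidin donor beads (final 10 ug/mL) reports binding of 50 nM L3MBTL1 to 75 nM biotin-H3 K9me1 peptide; complex incubated with compounds 30 min at room temperature; cefsulodin titration as control.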
GAA inh: qHTS Assay for Inhibitors of Human alpha-Glucosidase as a Potential Chaperone Treatment of Pompe Disease | Lysosomal alpha-glucosidase (Homo sapiens), P10253 | purified human GAA, 4-MU-alpha-glucoside fluorescence | Potency, µM (doses to about 76.9 µM), inactives show top-dose activity change, negative = inhibition, hits mostly inhibitors | actives 0.005% (n = 200,000) | AID 1466, 2008;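 further: plate controls were uninhibited enzyme wells for no effect and no-enzyme background for full effect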
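AC50 values come from Hill fits of compound titrations (up to 77 uM) against 4 nM human enzyme. Substrate 4-methylumbelliferyl-alpha-D-pyranoside at 400 uM, pH 5.0 citrate buffer, 20 min room temperature; fluorescence Ex 365/Em 440 after alkaline stop.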
RGS12 GoLoco inh: qHTS Assay for Inhibitors of RGS12 GoLoco Motif Activity (Red Fluorophore). Guanine nucleotide-binding protein G(i) subunit alpha-1 (Homo sapiens), P63096. Gai1:RGS12 GoLoco peptide FP, rhodamine, 10 min. Potency, µM (doses to about 61.6 µM), for inactives: at the top dose activity, negative = inhibition, usual class: inhibitors. actives 0.44% (n = 230,000); active means well fitted inhibition curve with a large enough effect, not every such curve was filed as active; inactive means no such curve, though single readings can be large or run the other way; further: nearly all actives have a fitted effect of over 30% in size; many of its hits are not listed in these tables
TRb-SRC2 inh: qHTS for Inhibitors of the Interaction of Thyroid Hormone Receptor and Steroid Receptor Coregulator 2 | Thyroid hormone receptor beta (Homo sapiens), P10828 | TRbeta-SRC2 peptide binding, fluorescence polarization; receptor liganded with 1 µM T3 | Potency, µM (titrated, usually from 106 µM), without a hit: at the top dose activity change, negative = inhibition, most hits filed as inhibitors | actives 0.065% (n = 280,000);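 further: plate controls were bound peptide for no effect and peptide without receptor for full effect; nearly all actives have a fitted effect of over 50% in size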
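A fluorescence polarization screen tested compounds at multiple concentrations against complex formation between 0.6 uM TRb ligand-binding domain and 20 nM Texas Red SRC2 peptide, with 1 uM T3 present; readout after 5 hr.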
GAA glycogen: qHTS Assay for Inhibitors and Activators of Human alpha-Glucosidase Cleavage of Glycogen. recombinant GAA, glycogen substrate, Amplex Red glucose oxidase fluorescence. actives 0.38% (n = 300,000). Potency, µM (doses to about 76.4 µM), inactives show at the highest dose activity change, negative = inhibition, actives largely listed as inhibitors. Lysosomal alpha-glucosidase (Homo sapiens), P10253. AID 2100, 2009;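 further: 0% = full enzyme reaction and -100% = no-enzyme basal signal; the screen sought inhibitors and activators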
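Recombinant human enzyme (4 nM); glycogen substrate; 37 C, 40 min, pH 5.0. Readout: coupled glucose oxidase/Amplex Red fluorescence.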
aGlu spleen mod: qHTS Assay for Inhibitors and Activators of Human alpha-Glucosidase From Spleen Homogenate. Lysosomal alpha-glucosidase (Homo sapiens), P10253. human spleen homogenate, 4-MU-alpha-glucoside fluorescence. Potency, µM (doses to about 79.9 µM), without a hit: at the top dose activity change, negative = inhibition, hits mostly inhibitors. actives 0.006% (n = 240,000);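 further: 0% = enzyme with vehicle and -100% = no enzyme basal signal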
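Human spleen homogenate (1 ug) with 4-methylumbelliferyl-alpha-D-glucopyranoside (1 mM final) in 50 mM citrate/phosphate pH 5.0, 0.01% Tween-20; 40 min at 37 C. Stopped at pH 10; 4-MU fluorescence Ex 365/Em 440 nm; AC50 by Hill fit.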
TR SRC2 fluor cs: Total Fluorescence Counterscreen for Inhibitors of the Interaction of Thyroid Hormone Receptor and Steroid Receptor Coregulator 2. actives 0.29% (n = 280,000). Potency, µM (highest dose often 106 µM), without a hit: at the highest dose fluorescence change, negative = quenching. TRb/SRC2 Texas Red total fluorescence interference; active means well fitted curve in either direction with a large enough effect; inconclusive means small, poorly fitted or top-dose-only effect
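Flags fluorescent or light-absorbing compounds by total fluorescence, S + 2P, at 555 nm excitation and 632 nm emission. Mixture: 20 nM Texas Red SRC2 peptide, 0.6 uM human TRb LBD, 1 uM T3, 5% DMSO; compound exposure 5 h at ambient temperature.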
* hit, by the source's call; i = inactive; ? = inconclusive; . = not tested or not shown; [ ] = dose if it differs, or a comment. Unless noted, the call rests on the fitted dose curve; in most records, active means well fitted curve in the direction sought with a large enough effect; inconclusive means small, poorly fitted or top-dose-only effect, or another doubt; inactive means no such curve, though single readings can be large; an effect the other way counts as inactive or inconclusive. Unless noted, on the % scale 0 is the no-effect control and ±100 the full control effect; potency means the concentration at half of the fitted maximal effect. This is a subset; count on the stated rates, not on these rows.

compound | RECQ1 inh | L3MBTL1 inh | GAA inh | RGS12 GoLoco inh | TRb-SRC2 inh | GAA glycogen | aGlu spleen mod | TR SRC2 fluor cs
O=S(=O)(c1ccccc1)c1cnn2c(C(F)(F)F)cc(-c3ccccc3)nc12 | -6% | -3% | ? | 2% | 1% | 3% | -29% | 2%
CCOC(=O)N1CCC(N2C(=O)c3ccccc3C2Nc2ccc(S(=O)(=O)N(CC)CC)cc2)CC1 (centres undefined) | 6% | . | -5% | -1% | 5% | -11% | -4% | -1%
CC1(C)CN(c2cccc(-c3ccnc4ncnn34)c2)C1=O | -5% | 26% | 1% | -3% | 0% | 2% | 9% | -7%
Cc1c(C#N)c2ccccc2n1CC(=O)N1CCc2ccccc2C1 | i | 3% | -4% | -1% | -6% | -4% | -1% | 1%
O=C(CCN1C(=O)/C(=C\c2cccs2)SC1=S)Nc1nccs1 | -2% | -7% | -6% | 16% | -3% | -4% | -13% | 5%
CCCCn1c(SCC(=O)N2CCOCC2)nnc1-c1cccs1 | 2% | -10% | -1% | -46% | -5% | -6% | 1% | -1%
O=c1[nH]c(SCc2cccc(F)c2)nc2c1CCCC2 | -1% | -3% | -5% | 7% | 2% | -5% | -6% | -1%
Cc1ccsc1C(=O)OCC(=O)NCCC1=CCCCC1 | -6% | 6% | 0% | 5% | -4% | 9% | 0% | -7%
COCCCn1c(=O)/c(=C\c2ccccc2OC(F)F)s/c1=C(/C#N)C(=O)N1CCOCC1 | -3% | -8% | ? | 3% | -2% | -11% | -14% | -3%
Cc1ccc2cc(C#N)c(NCCNC(=O)C3CCC3)nc2c1C | 0% | 9% | 7% | -2% | -2% | -17% | 5% | 0%
CC(C)CNC(=S)NC1CC2CCCC(C1)N2C1CCCCC1 (centres undefined) | -8% | -6% | 12% | 2% | 6% | 9% | 3% | -3%
Clc1ccccc1N1CCN(c2ncnc3nc[nH]c23)CC1 | 28µM* | 4% | 2% | 6% | 1% | 2% | -15% | 2%
O=C(O)c1cc(-c2ccccc2)n(-c2ccccc2)n1 | -9% | -4% | -5% | 2% | -2% | 1% | -7% | -3%
Cc1ccc(NC(=O)OCC(F)(F)C(F)F)cc1NC(=O)OCC(F)(F)C(F)F | i | 6% | -12% | 10% | 2% | -2% | -6% | -6%
CCOc1ccccc1NC(=O)C(OC(=O)c1ccccc1NS(=O)(=O)c1cccs1)c1ccccc1 (centres undefined) | -16% | 9% | -1% | 1% | 7%[53 µM] | 0% | 2% | 0%[53 µM]
Cc1ccc(Cl)cc1N(CC(=O)Nc1cccc(N(C)S(C)(=O)=O)c1)S(C)(=O)=O | i | 5% | 2% | 9% | 0% | -11% | 2% | -1%
Cc1c(Br)c(O)c(Br)c2sc(=O)oc12 | 22µM* | 35µM* | 2%[15.4 µM] | -23% | -3% | -14% | 5% | -16%
COc1ccc2c(c1)NC(c1cc(Cl)cc(Cl)c1O)c1cccn1-2 (centres undefined) | i | 1% | -9% | -10% | -6% | ? | -2% | -4%
CSc1ccccc1C(=O)N1CCN(c2ncccn2)CC1 | i | -1% | 3% | 8% | 5% | 7% | 0% | -4%
Cc1c(C(=O)C(=O)NCc2ccco2)c2ccccc2n1C | -4% | . | -2% | -1% | 1% | 1% | -14% | -1%

Ordered by molar mass (rising): 8 of the compounds above
compound | RECQ1 inh | L3MBTL1 inh | GAA inh | RGS12 GoLoco inh | TRb-SRC2 inh | GAA glycogen | aGlu spleen mod | TR SRC2 fluor cs
Cc1c(C(=O)C(=O)NCc2ccco2)c2ccccc2n1C | -4% | . | -2% | -1% | 1% | 1% | -14% | -1%
Cc1ccsc1C(=O)OCC(=O)NCCC1=CCCCC1 | -6% | 6% | 0% | 5% | -4% | 9% | 0% | -7%
CSc1ccccc1C(=O)N1CCN(c2ncccn2)CC1 | i | -1% | 3% | 8% | 5% | 7% | 0% | -4%
Clc1ccccc1N1CCN(c2ncnc3nc[nH]c23)CC1 | 28µM* | 4% | 2% | 6% | 1% | 2% | -15% | 2%
Cc1c(Br)c(O)c(Br)c2sc(=O)oc12 | 22µM* | 35µM* | 2%[15.4 µM] | -23% | -3% | -14% | 5% | -16%
O=C(CCN1C(=O)/C(=C\c2cccs2)SC1=S)Nc1nccs1 | -2% | -7% | -6% | 16% | -3% | -4% | -13% | 5%
COCCCn1c(=O)/c(=C\c2ccccc2OC(F)F)s/c1=C(/C#N)C(=O)N1CCOCC1 | -3% | -8% | ? | 3% | -2% | -11% | -14% | -3%
CCOC(=O)N1CCC(N2C(=O)c3ccccc3C2Nc2ccc(S(=O)(=O)N(CC)CC)cc2)CC1 (centres undefined) | 6% | . | -5% | -1% | 5% | -11% | -4% | -1%

(further entries)
compound | RECQ1 inh | L3MBTL1 inh | GAA inh | RGS12 GoLoco inh | TRb-SRC2 inh | GAA glycogen | aGlu spleen mod | TR SRC2 fluor cs
O=C(COc1nc2ccccc2nc1N1CCOCC1)Nc1cccc(S(=O)(=O)N2CCCCC2)c1 | -21% | 0% | 1% | -11% | -1% | -9% | -4% | 2%
COc1ccc(-c2nn(-c3ccccc3)cc2/C=C\C(=O)Nc2ccc(C(=O)O)cc2)cc1 | 23% | -15% | 11% | -2% | 11% | -7% | -2% | -12%
CC(C)(CN1CCCCC1)NS(=O)(=O)c1ccc(Cl)cc1 | i | . | 5% | -6% | -6% | 5% | -1% | 0%
FC(F)(F)c1ccc(/C=N/NC(=S)NC2CCCCC2)cc1 | 0% | 0% | 1% | 7% | 7% | -4% | -4% | -1%
Cc1noc(C)c1CC(=O)N1CCCC(C(=O)c2ccc(C(C)(C)C)cc2)C1 (centres undefined) | i | -9% | . | -3% | -1% | 5% | 2% | -8%
Nc1ccc(C(=O)OCc2nc3c(ccc4ccccc43)[nH]2)cc1 | i | 1% | -4% | -1% | 3% | 1% | 2% | 0%
COc1ccc2c(c1)C=C(CN1CCC(CO)(CCc3ccccc3)CC1)CO2 | i | ? | -9% | 7% | -8%[53 µM] | 2% | 0% | -1%[53 µM]
CCC(C)NC(=O)CSc1ccc(Cl)cc1 (centres undefined) | -1% | -5% | -7% | 10% | -15% | -1% | -2% | 0%
CC(C)(C)NCC(O)Cn1cc(C=O)c2ccccc21 (centres undefined) | -5% | 2% | 2% | 1% | 5% | -5% | -7% | 2%
COc1cc(/C=C2/S/C(=N/S(=O)(=O)c3ccccc3)NC2=O)c([N+](=O)[O-])cc1OC | 9% | . | 2% | 6% | 4% | -19% | -6% | -14%
NC(=O)c1ccc2c(=O)n3c(-c4cc(Cl)c(N)c(Cl)c4)csc3nc2c1 | ? | . | . | 8% | 5% | 4% | 6% | -2%
Cc1ccc(OCCNC(=O)c2cc(-n3cnnc3)ccc2Cl)cc1C | i | 9% | ? | 16% | -2% | 9% | -22% | -1%
COc1ccc(C(O)c2coc3ccc(O)c(CN(C)C)c23)cc1 (centres undefined) | -3% | . | -1% | -2% | 9% | -1% | 3% | -4%
CCOc1ncccc1C(=O)OCC(=O)c1cccs1 | 11% | . | 4% | -7% | -3% | 7% | -1% | 0%
CCC(=O)Nc1ccc(C(=O)OCc2ccc(Cl)c(Cl)c2)cc1 | -9% | 9% | -3% | 5% | 11% | 2% | 3% | 1%
CCc1ccc(NC(=O)Cn2c(=O)oc3cc(S(=O)(=O)N4CCOCC4)ccc32)cc1 | -6% | . | -22% | 19% | -4% | 5% | -3% | 1%
CCc1nc2ccccc2n(CC)c1=O | -6% | 3% | -1% | 6% | -6% | 5% | 1% | -1%
COC(=O)[C@@]1(Cc2ccc(F)cc2)[C@H]2c3cc(C(=O)N4CCCC4)n(Cc4ccccn4)c3C[C@H]2CN1C(=O)c1ccccc1 | i | . | . | 7% | 2% | . | 7% | -1%
N#CC1=C(N)c2ccccc2CC12CCCCC2 | 16% | . | -3% | 2% | 5% | -1% | 3% | -1%
COc1ccccc1Cc1nc(-c2cccnc2)no1 | 0% | -5% | . | 4% | 10% | 6% | 6% | 5%
CSc1ccccc1C(=O)C1CCCN(S(=O)(=O)c2c(C)noc2C)C1 (centres undefined) | -26% | 2% | -7% | -6% | 0% | -7% | 0% | -1%
CC(=O)Nc1ccc(S(=O)(=O)Nc2ccc(S(=O)(=O)N3CCCCCC3)cc2)cc1 | i | . | -8% | 0% | -1% | ? | 0% | 2%
CC(=O)Nc1sc(N/N=C\c2ccccc2)nc1-c1cccs1 | 2% | -4% | -9% | 26% | -3% | -26% | 1% | 1%
CCCn1c(O)c(/C=C2\C=NN=C2c2ccccc2)sc1=S | i | -7% | -6% | 7% | 0% | -15% | -4% | -2%
COc1ccc([N+](=O)[O-])cc1/C=N/NC(=O)CNC(=O)c1cccc(F)c1 | -10% | 8% | 1% | -7% | -2% | 11% | -8% | 2%
CCOC(=O)c1ccc(NC(=O)CCC(CC)C(=O)O)cc1 (centres undefined) | i | . | -2% | 7% | 0% | 1% | -11% | -7%
COc1ccccc1-c1c(C)nn2c(N3CCCCCC3)cc(C)nc12 | -3% | ? | -2% | -1% | -4% | 3% | -8% | -2%
